Screening results as filed in PubChem BioAssay.
Vif-APOBEC3G blk – Vif-A3G binding inhibition; Q9HC16; HeLa A3G-eYFP + Vif (tagged APOBEC3G with the HIV-1 protein that degrades it), YFP fluorescence, overnight; Potency, µM (highest dose often 46.1 µM), for inactives: at the highest dose activity, negative = active, hits mostly inhibitors; 410,000 tested, 0.076% active; AID 602310;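 note: potency is the fitted concentration of half-maximal effect; % is set by controls: 0 for no effect and ±100 for the full control effect; nearly all actives have a fitted effect of over 60% in size; hits raise eYFP signal because A3G escapes Vif-driven loss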
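HeLa cells stably expressing Vif and C-terminally eYFP-tagged A3G, seeded overnight at 37 deg C, then exposed to compound by pintool overnight at 37 deg C. Rise in yellow fluorescence (Ex 488/Em 500-530, Acumen) marks blocked Vif-driven A3G degradation.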
RXFP1 agonist – RXFP1 (human) receptor agonism; Q9HBX9; HEK293T-RXFP1 cAMP TR-FRET, 30 min; response scale: percent of porcine relaxin response, buffer zero; Potency, µM (series often up to 57.5 µM), for inactives: at the highest dose activation, usual class: activators; 370,000 tested, 0.3% active; AID 2676; note: potency is the fitted concentration of half-maximal effect; % is set by controls: 0 for no effect and ±100 for the full control effect; nearly all actives have a fitted effect of over 60% in size; many of its hits are not listed in these tables
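cAMP rise read by TR-FRET after 30 min, 37C compound exposure (up to 58 uM) in RXFP1-transfected HEK293 cells with Ro 20174 present. EC50 from Hill-equation fits, with 29 nM porcine relaxin as 100% and buffer as basal.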
USP1 inh – USP1/UAF1 (human) deubiquitinase inhibition; 390,000 tested, 0.23% active; recombinant USP1/UAF1, Ub-Rhodamine cleavage fluorescence; Potency, µM (series often up to 57.1 µM), without a hit: at the highest dose activity change, negative = inhibition, actives largely listed as inhibitors; AID 743255; O94782; note: potency is the fitted concentration of half-maximal effect; % is set by controls: 0 for no effect and ±100 for the full control effect; nearly all actives have a fitted effect of over 60% in size; inactives centre near -12
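Step one: compound is pinned into 1nM USP1/UAF1 in HEPES pH 7.8 buffer with TCEP. Step two: 15 min room-temperature incubation. Step three: Ub-Rho (150nM final) starts cleavage, tracked by fluorescence over six one-minute reads.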
IDH1 R132H inh – human IDH1 R132H inhibition; 390,000 tested, 0.093% active; Potency, µM (top dose mostly 76.6 µM), inactives show at the highest dose activity change, negative = inhibition, hits mostly inhibitors; IDH1-R132H enzyme, NADPH consumption, diaphorase/resazurin fluorescence; O75874; note: potency is the fitted concentration of half-maximal effect; % is set by controls: 0 for no effect and ±100 for the full control effect; nearly all actives have a fitted effect of over 65% in size
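IDH1-R132H (0.5 ug/mL dispensed) in pH 7.5 Tris buffer was preincubated 30 min with compound, then given a substrate mix of 0.016 mM NADPH and 2 mM alpha-KG for 80 min at room temperature; remaining NADPH was read by diaphorase/resazurin fluorescence.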
Glioma ERSR ind – inducers of ER stress response in human glioma cells; 420,000 tested, 0.02% active; U87-MG GRP78 promoter luciferase reporter, 16 h; Potency, µM, for the others: top-dose activation, most hits filed as activators; note: potency is the fitted concentration of half-maximal effect; series mostly up to about 76 µM; % of control where 0% means no effect; nearly all actives have a fitted effect of over 35% in size
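Stably transfected U87-MG glioma cells carrying a GRP78-based luciferase sensor; 16 h compound incubation. Luminescence end-point read 10 min after Bright-Glo addition at room temperature.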
LDHA block – LDHA (human) enzyme inhibition; P00338; purified LDHA, NADH/diaphorase-resazurin fluorescence; stronger effect = lower value; activity change, % (values are at about 110 or 230 µM); 480,000 tested, 0.15% active; AID 1347041; in the data active = activity change below about -30%; inconclusive = mostly about -25% to -30%;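 note: plate controls were DMSO wells for no effect and wells without enzyme for full effect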
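Remaining NADH was detected by diaphorase (0.133 mg/mL) converting 37 µM resazurin to fluorescent resorufin, read at 0 and 20 minutes. The preceding 5-minute room-temperature reaction used 2 nM LDHA, 0.2 mM sodium pyruvate and 0.06 mM NADH at pH 7.4.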
PI4K2A block – blocks human PI4K2A kinase activity; Q9BTU6; purified PI4K2A, ADP-Glo luminescence, 1 h; stronger effect = lower value; activity change, negative = inhibition, % at 76.9 µM; 420,000 tested, 0.13% active; AID 1346378; in the data active = activity change below about -50%; inconclusive = mostly about -30% to -49%;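 note: -100% = wells without enzyme as full effect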
Target sequence (Q9BTU6 whole entry, looked up): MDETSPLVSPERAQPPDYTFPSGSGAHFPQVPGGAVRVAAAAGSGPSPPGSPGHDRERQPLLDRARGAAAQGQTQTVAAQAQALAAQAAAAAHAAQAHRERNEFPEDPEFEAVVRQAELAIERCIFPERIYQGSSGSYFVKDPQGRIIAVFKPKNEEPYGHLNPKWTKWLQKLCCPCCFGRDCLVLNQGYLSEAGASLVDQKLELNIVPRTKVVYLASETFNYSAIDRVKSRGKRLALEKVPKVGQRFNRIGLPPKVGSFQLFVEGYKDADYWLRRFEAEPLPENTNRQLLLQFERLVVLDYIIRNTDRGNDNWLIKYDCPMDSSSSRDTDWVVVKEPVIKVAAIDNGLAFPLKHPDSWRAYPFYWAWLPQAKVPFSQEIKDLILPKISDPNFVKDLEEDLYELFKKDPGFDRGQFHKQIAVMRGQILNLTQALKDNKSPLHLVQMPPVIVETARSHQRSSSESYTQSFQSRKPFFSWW
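ADP-Glo luminescence measured ADP generated by PI4K2A enzyme (4 ug/mL before mixing) with 1.2 mM PI substrate (pre-mix) and 300 microM ATP (pre-mix). Tris pH7.5 buffer with MgCl2, Triton X-100; 1 h reaction at ambient temperature.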
Vif-APOBEC3F blk – inhibitors of Vif-A3F interaction; HeLa A3F-eYFP + Vif (tagged APOBEC3F with the HIV-1 protein that degrades it), YFP fluorescence increase; Potency, µM (titrated, usually from 46.1 µM), for inactives: at the top dose activity, negative = active; 390,000 tested, 0.2% active; note: potency is the fitted concentration of half-maximal effect; % of control where 0% means no effect; nearly all actives have a fitted effect of over 65% in size
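HeLa cells stably expressing Vif plus C-terminally eYFP-tagged A3F were seeded, incubated overnight at 37 deg C, dosed with compound, incubated overnight again at 37 deg C. Yellow fluorescence (Ex 488/Em 500-530) reported blocked Vif-mediated A3F-eYFP degradation.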
TrxR1 substrate – is turned over as a substrate by rat TrxR1; purified TrxR1 substrate turnover, NADPH consumption readout; Potency, µM (titrated, usually from 114 µM), for the others: top-dose activity change, negative = substrate turnover; 390,000 tested, 0.01% active; note: potency is the fitted concentration of half-maximal effect; % is set by controls: 0 for no effect and ±100 for the full control effect; nearly all actives have a fitted effect of over 50% in size
Target sequence (O89049 whole entry, looked up): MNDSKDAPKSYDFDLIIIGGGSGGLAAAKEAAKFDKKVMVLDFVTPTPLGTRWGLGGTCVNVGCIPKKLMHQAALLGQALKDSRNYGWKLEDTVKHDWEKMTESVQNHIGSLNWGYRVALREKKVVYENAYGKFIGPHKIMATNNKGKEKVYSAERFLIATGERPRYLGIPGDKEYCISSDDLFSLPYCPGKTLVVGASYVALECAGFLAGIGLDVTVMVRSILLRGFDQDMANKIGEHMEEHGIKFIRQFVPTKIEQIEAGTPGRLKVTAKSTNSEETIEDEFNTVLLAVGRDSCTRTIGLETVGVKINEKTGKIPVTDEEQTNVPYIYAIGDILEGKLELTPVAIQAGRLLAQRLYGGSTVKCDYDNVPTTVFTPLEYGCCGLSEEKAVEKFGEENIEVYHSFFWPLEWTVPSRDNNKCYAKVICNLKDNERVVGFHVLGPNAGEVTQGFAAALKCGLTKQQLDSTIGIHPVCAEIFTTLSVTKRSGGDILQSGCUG
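Rat TrxR1, dispensed at 90 nM, was prereduced with 400 uM NADPH (final) for 5 min at ~22 deg C, then incubated with compound 15 min before 400 uM selenite. A first-read NADPH fluorescence drop versus no-compound background flagged substrates.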
The depositor's hits bear a star; ? = inconclusive; / = not tested or not shown; & = joins results of further samples; [ ] = dose if it differs, or a comment. Unless noted, calls come from the whole dose curve; as a rule, active = well fitted curve in the direction sought with a large enough effect; inconclusive = small, poorly fitted or top-dose-only effect, or another doubt; inactive = no such curve, though single readings can be large; an effect the other way counts as inactive or inconclusive. Only part of the results is shown (hit frequency here may not be typical).

Fields – USP1 inh	LDHA block	RXFP1 agonist	IDH1 R132H inh	Vif-APOBEC3G blk	Glioma ERSR ind	Vif-APOBEC3F blk	PI4K2A block	TrxR1 substrate
- O=C(NCCc1ccccc1)c1nc(CS(=O)(=O)c2ccc(Cl)cc2)no1
→ -9%	-2	0.3%	3%	0%	-4%	1%	8	-2%
- CCS(=O)(=O)N1CCN(C(=O)c2cc(OC)cc(OC)c2)CC1
→ ?	-9	-0.2%	7%	1%	-4%	1%	0	11%
- COCCNC(=O)C1(C)CCN(C(=O)c2cccnc2Oc2ccccc2)C1 (configuration not stated)
→ /	-5	/	/	-7%	-4%	/	2	/
- CCOc1ccccc1NS(=O)(=O)c1ccc2oc(=O)c3ncn(C)c3c2c1
→ -25%	7	7.4%	10%	-30%	?	1%	-1	4%
- Cc1ccc2occ(-c3nn[nH]n3)c(=O)c2c1
→ -8%	-5	4.4%	0%	2%	-4%	4%	3	-7%
- COc1cccc(NC(=O)CCS(=O)(=O)c2ccc(Br)cc2)c1
→ -23%	1	-2.9%	5%	3%	-3%	1%	-3	1%
- COc1ccc(-c2cn(Cc3ccc4ccccc4c3)nn2)cc1
→ 11%	-11	1.2%	0%	0%&1%	-4%&9%	0%	1	13%[57.1 µM]
- Cc1ccc(C2c3[nH]c4ccccc4c3CCN2C(=O)CSc2ccccc2)cc1 (configuration not stated)
→ -4%	-4	8.5%	-16%	-1%	-3%	0%	-5	-1%[57.1 µM]
- Cc1cc2oc(=O)c(CC(=O)NCCCO)c(C)c2c2occ(C(C)(C)C)c12
→ -3%	-2	-3.5%	2%	-22%	5%	-2%	1	17%
- Cc1cc(CNC(=O)C2CCC(=O)N(CCc3cccc(F)c3)C2)nn1C (configuration not stated)
→ -18%	2	-0.8%	9%	1%	-6%	-9%	0	-8%
- CCn1c(SCC(=O)Nc2cc(Cl)ccc2OC)nc2c([nH]c3ccccc32)c1=O
→ -24%	-8	12%	3%	-3%	-1%	-6%	-3	5%[57.1 µM]
- Cc1nc(SCC(=O)N2CCOCC2)c2c(=O)n(C)c(=O)n(C)c2n1
→ -14%	-7	28%	4%	-2%	1%	-2%	-7	0%
- CCC(=O)c1ccc(OCC(=O)Nc2nn3cnnc3s2)cc1
→ -6%	-5	-1.0%	-5%	2%	-3%	/	0	-12%
- CCOC(=O)c1cc2[nH]c3ccccc3c2[n+](-c2ccc([N+](=O)[O-])cc2)c1C
→ -17%	-5	1.1%	-1%	1%	-8%	-9%	0	-14%
- CC1(C)CC(=O)/C(=C(\O)c2ccccc2)C(=NCCc2ccccc2)C1
→ -7%	4	-0.4%	10%	-3%	-2%	0%	-8	-7%
- Cc1ccc(-n2ncc(C(=O)NCc3ccc4c(c3)OCO4)c2C2CCN(C(=O)OC(C)(C)C)CC2)c(C)c1
→ ?	0	-1.3%	-2%	3%	-3%	4%	-6	0%
- Cc1cc(=O)oc2c(C)c(OC(C)C(=O)NCC3CCC(C(=O)O)CC3)ccc12 (configuration not stated)
→ -15%	-18	2.0%	14%	0%	-1%	1%	-2	47%[activator]
- c1ccc(Oc2ncnc3sccc23)cc1
→ -10%	-3	-0.8%	0%	0%	0%	-19%	-2	-5%
- COCCCNC(=S)NC(=O)c1ccc(C)cc1
→ -10%	-1	0.6%	3%	2%	-2%	7%	0	-8%
- COC(=O)c1c(NC(=O)CCC(=O)O)sc(Cc2ccccc2)c1C
→ -15%	-8	4.8%	-9%	-10%	-3%	-2%	-1	4%
- CC(C)=CCOc1ccc2ccc(=O)oc2c1
→ -8%	3	1.6%	-9%	2%	0%	0%	-2	125%[activator]
- O=C(COC(=O)C1CCC1)Nc1ncc(Cl)cc1Cl
→ -4%	-10	1.6%	-2%	0%	-5%	-9%	-2	-1%
- COc1cc(-c2[nH]ncc2CN2CCSCC2)cc(OC)c1OC
→ -2%	-6	8.3%	-3%	3%	-5%	-12%	-3	-3%
- O=C(OCC(=O)N1CCN(C(=O)c2ccco2)CC1)c1cc(=O)c2ccccc2o1
→ -12%	2	-0.1%	6%	0%	2%	/	4	-4%
- COc1cccc(CNC(=O)CC(c2ccc(F)cc2)N2Cc3ccccc3C2=O)c1 (configuration not stated)
→ 12%	-1	2.9%	-14%	1%	-5%	1%	-10	3%
- CC1CN(C(C)C)C(=S)NC1=O (configuration not stated)
→ -19%	1	/	5%	2%	-5%	1%	1	7%[11.4 µM]
- O=S(=O)(NCC(c1ccco1)S(=O)(=O)c1cccs1)c1ccc(F)c(C(F)(F)F)c1 (configuration not stated)
→ -27%	-6	-1.0%	-1%	1%	-2%	-6%	-6	-3%[57.1 µM]
- CCOC(=O)Cn1c(=O)c2c(nc(Br)n2Cc2ccccc2Cl)n(C)c1=O
→ -3%	0	0.6%	-1%	2%	-3%	-2%	-11	0%
- COc1ccc(CC(=O)N2CCCC(C)C2)cc1 (configuration not stated)
→ -12%	2	-1.2%	4%	0%	0%	1%	2	23%[57.1 µM]
- CCN(CC)S(=O)(=O)c1ccc(OC(C)C)c(N)c1
→ -18%	-1	0.2%	-4%	0%	1%	1%	-3	-4%

Later entries
Fields – USP1 inh	LDHA block	RXFP1 agonist	IDH1 R132H inh	Vif-APOBEC3G blk	Glioma ERSR ind	Vif-APOBEC3F blk	PI4K2A block	TrxR1 substrate
- COc1ccc(S(=O)(=O)NCC(=O)NCc2cc(=O)n(C)c(=O)n2C)cc1C
→ -25%	-3	3.9%	-3%	4%	-2%	0%	2	6%
- O=C(/C=C/c1cccs1)Nc1cccc(NC(=O)/C=C/c2cccs2)n1
→ -8%	-9	-3.5%	-4%	1%	-6%	-15%	0	-3%
- O=C(NCc1ccccc1)C1COc2ccccc2O1 (configuration not stated)
→ 5%	-3	-0.3%	2%	0%	6%	8%	-3	-2%[11.4 µM]
- COC(=O)c1ccc(C(C(=O)NC2CCCCC2)N(Cc2ccccc2)C(=O)Cc2cccs2)cc1 (configuration not stated)
→ -16%	-6	-1.3%	5%	-5%	-6%	2%	3	-6%
- CN(C)C(=O)N1CCCC(C(=O)NCc2ccc(F)cc2Cl)C1 (configuration not stated)
→ -12%	-7	-0.7%	0%	0%	-1%	-2%	1	12%
- O=C(NNc1ncccc1-n1cccc1)c1ccc(Cl)cc1
→ 0%	-4	-0.9%	0%	5%	-5%	3%	-1	1%[57.1 µM]
- COc1cc(N)c(Cl)cc1C(=O)OCC(=O)Nc1ccc(N2CCOCC2)cc1
→ -20%	-10	/	3%	0%	-5%	-6%	-6	0%
- O/N=C/c1ccc(-c2cc(Cl)ccc2Cl)o1
→ -24%	-9	-0.2%	0%	0%	-6%	2%	0	-7%
- CCc1nc(SCc2ccc(C(=O)OC)o2)n[nH]1
→ -17%	-3	-0.9%	8%	1%	-4%	0%	0	-3%[57.1 µM]
- COc1cccc(C(CC(=O)O)NS(=O)(=O)c2ccc3c(c2)N(C(C)=O)CC(C)O3)c1 (configuration not stated)
→ -3%	-2	0.5%	-4%	0%	1%	-12%	-5	-1%
- Cc1ccc(C)c(NC(=O)Cn2nnc(C(=O)Nc3c(C)cccc3C)c2N)c1
→ -18%	0	3.4%	2%	-6%	11%	-10%	6	-1%
- Cc1cc(C)c2oc(-c3ccc(NC(=O)c4cc(Br)ccc4Cl)cc3)nc2c1
→ -1%	-5	-0.4%	0%	6%	-4%	0%	4	7%
- CC(C)c1nn2c(=O)cc(COC(=O)COc3ccccc3F)nc2s1
→ -18%	2	0.4%	0%	4%	1%	7%	-15	7%[57.1 µM]
- CC(Oc1ccc(Cl)cc1Cl)c1ccnc(N)n1 (configuration not stated)
→ -3%	-6	1.5%	2%	0%	-3%	8%	-1	5%[57.1 µM]
- CCOC(=O)c1cnn(-c2ccc(OC)cc2)c1C1CCN(C(=O)OC(C)(C)C)CC1
→ -30%	6	1.8%	16%	2%	-3%	-1%	-8	-6%
- CCC(C)(C)NC(=O)CCCSc1nc2ccccc2[nH]1
→ -6%	-3	0.6%	-4%	-1%	-2%	0%	2	-5%
- COc1ccc2cc(C3CC(c4ccco4)=NN3S(=O)(=O)c3ccccc3)c(Cl)nc2c1 (configuration not stated)
→ -16%	-2	2.3%	5%	2%	-5%	8%	2	-1%
- O=C(Nc1ccccc1F)c1cc2c(s1)-c1ccccc1S(=O)(=O)C2
→ -6%	-5	0.0%	-6%	3%	-2%	2%	2	9%
- COc1cc(C=O)ccc1OCc1ccccc1Br
→ -19%	3	0.7%	7%	0%	1%	-13%	3	-14%
- Cc1cc(C(=O)COc2ccc(C#N)cc2)c(C)n1CC1CCCO1 (configuration not stated)
→ -8%	-2	/	-2%	3%	1%	0%	2	-1%

A second format for part of the listing above.
Structure,USP1 inh,LDHA block,RXFP1 agonist,IDH1 R132H inh,Vif-APOBEC3G blk,Glioma ERSR ind,Vif-APOBEC3F blk,PI4K2A block,TrxR1 substrate
COCCCNC(=S)NC(=O)c1ccc(C)cc1,-10%,-1,0.6%,3%,2%,-2%,7%,0,-8%
COC(=O)c1c(NC(=O)CCC(=O)O)sc(Cc2ccccc2)c1C,-15%,-8,4.8%,-9%,-10%,-3%,-2%,-1,4%
